PhoP inhibition: inhibitors of PhoP regulon expression, primary screen, Salmonella Typhimurium, GFP reporter (AID 1863); S. Typhimurium PhoP-regulated promoter GFP reporter, 4 h; higher % means a stronger effect; one-dose inhibition, % at 50 µM; IC50 in µM for titrated hits; actives 0.16% (n = 300,000);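 active means inhibition over 29.93%, a cutoff 3 SD above the screen mean, later confirmed by dose response; inconclusive means inhibition over 29.93% but no dose response follow-up; inactive means inhibition at most 29.93% or unconfirmed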;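 further: 0% = low Mg2+ inducing control and 100% = high Mg2+ repressing control; strong numbers were not always called active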
SV40 large T antigen: TAg ATPase/helicase activity blockers – biochemical (AID 1903) | SV40 large T antigen ATPase/helicase inhibition assay; higher % means a stronger effect | inhibition, % at 20 µM; hits with a dose series show IC50 in µM | actives 0.39% (n = 310,000); in the data active means a potency from the dose series; inconclusive means inhibition mostly from about 32% at the one dose, without a potency; inactive means the rest, 99 in 100 with inhibition below about 32%; further: strong numbers were not always called active
MgcRacGAP inhibition: MgcRacGAP GTPase-activating activity inhibitors, confirmation, biochemical, ADP Hunter fluorescence; MgcRacGAP-stimulated Rac1 GTP hydrolysis, ADP Hunter fluorescence; higher % means a stronger effect; GST-tagged Rac1 F28L mutant substrate; inhibition, % at 30 µM, or IC50 in µM where a hit was titrated; actives 0.6% (n = 340,000); AID 624330;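 active means first-screen hits whose inhibition reached a set limit at any dose in the follow-up dose series; inconclusive means inhibition above the set first-screen limit but never retested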;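 further: fluorescence reports GDP produced by GAP-driven GTP hydrolysis; strong numbers were not always called active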
HIV fusion peptide: inhibitors of HIV fusion peptide binding, primary screen, biochemical, uHTS, fluorescence dequenching (AID 1986). inhibition, % at 20 µM, or IC50 in µM where a hit was titrated. actives 0.3% (n = 290,000). cell-free peptide binding, fluorescence dequenching, 30 min; higher % means a stronger effect; in the data active means inhibition mostly above about 52%, no sharp cut-off; inactive means mostly below about 76%; further: some results filed as inactive read as strong as hits
GPR35 arrestin U2OS: GPR35 antagonists blocking zaprinast-driven arrestin recruitment, primary screen, imaging, U2OS, beta-arrestin-GFP, zaprinast agonist (AID 2058). U2OS GPR35 beta-arrestin-GFP translocation imaging, zaprinast antagonism; higher % means a stronger effect. inhibition, % at 10 µM, or IC50 in µM where a hit was titrated. actives 0.052% (n = 290,000);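 active means inhibition of at least 50% with at least 30 cells and total cytoplasm GFP at most 10,000,000; inconclusive means under 30 cells or total GFP of 10,000,000 plus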
GPR55 antagonists: GPR55 antagonists blocking LPI-driven arrestin recruitment, primary screen, imaging, U2OS, beta-arrestin-GFP, LPI agonist (AID 2013) | U2OS GPR55 beta-arrestin-GFP translocation imaging, LPI antagonism; higher % means a stronger effect | inhibition, % at 10 µM, or IC50 in µM where a hit was titrated | actives 0.13% (n = 290,000);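 active means spots per cell inhibited over 60%, with over 100 cells counted and total cytoplasm intensity under 500,000; inconclusive means wells with under 100 cells, flagged as likely toxic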;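 further: U2OS cells stably carrying GPR55 and arrestin-GFP stimulated by 5 µM LPI near EC80; imaged beta-arrestin-GFP aggregate spots per cell after agonist stimulation; plate controls were LPI-stimulated DMSO wells for no effect and DMSO wells without LPI for full effect; some results filed as inactive read as strong as hits; confirmed hits need IC50 under 10 µM and bright autofluorescent wells are also inconclusive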
Dengue-2 NS5 capping: Dengue-2 NS5 methyltransferase inhibitors, primary screen, biochemical, confirmation dose response (AID 588689); Dengue-2 NS5 methyltransferase capping enzyme assay, biochemical; higher % means a stronger effect; one-dose inhibition, % at 25 µM; IC50 in µM for titrated hits; actives 0.3% (n = 340,000); in the data active means a potency from the dose series; inconclusive means inhibition above about 29% without an active follow-up result
RSV antiviral HEp-2: RSV antiviral activity via CPE protection, HEp-2 cells, primary 10 µM value included (AID 2391); HEp-2 cells, RSV-induced CPE inhibition; higher % means a stronger effect; CPE inhibition, % at 10 µM; hits with a dose series show IC50 in µM; actives 0.13% (n = 310,000); in the data active means a potency from the dose series; inconclusive means CPE inhibition mostly from about 23% at the one dose, without a potency; inactive means the rest, 99 in 100 with CPE inhibition below about 21%; further: strong numbers were not always called active
UTI89 phage lysis: protection from phage-mediated lysis, alamar blue read-out – E. coli UTI89, K1F phage, bacterial capsule biogenesis inhibitors (AID 488966); E. coli UTI89 K1F phage lysis, alamar blue, 2 h; higher % means a stronger effect; one-dose inhibition, % at 100 µM; IC50 in µM for titrated hits; actives 0.02% (n = 340,000);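 active means phage lysis inhibition, versus mean bacterial control, above a set limit; inconclusive means no clear call, values can overlap the other calls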;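 further: capsule biogenesis inhibitors block K1F phage lysis so surviving cells raise fluorescence; higher fluorescence means more inhibition of phage lysis; actives were called in the ten point dose series up to 300 µM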
* marks the source's active call; other numbers are inactive results; ? = inconclusive; / = not tested or not shown; [ ] = remark or other dose.

SMILES	PhoP inhibition	SV40 large T antigen	MgcRacGAP inhibition	HIV fusion peptide	GPR35 arrestin U2OS	GPR55 antagonists	Dengue-2 NS5 capping	RSV antiviral HEp-2	UTI89 phage lysis
O=C(COC(=O)Cc1ccccc1F)Nc1ccc(Cl)cn1	-5%	19%	6%	-0.1%	1%	9%	-9%	-1.2%	0.1%
O=C(CCn1c(=O)sc2ccccc21)NCCCn1ccnc1	5%	8%	2%	4.5%	-1%	-5%	-1%	-1.6%	2.0%
O=C(CSc1nncs1)NCCCc1ccccc1	-13%	-1%	3%	-1.2%	0%	-4%	-4%	0.2%	-0.5%
Cc1cc(C(=O)CSc2nncs2)c(C)n1Cc1ccco1	2%	13%	7%	4.0%	7%	-3%	-12%	6.4%	-0.5%
CCOC(=O)N1CCN(CC(=O)Nc2ccc([N+](=O)[O-])cc2C(=O)Nc2ccccc2F)CC1	24%	-1%	12%	-2.8%	8%	-1%	-12%	0.0%	0.0%
O=C(O)CSc1nc2c(cnn2-c2ccccc2)c(=O)n1-c1ccc(Br)cc1	-7%	9%	4%	0.6%	23%	4%	-4%	1.6%	2.3%
O=c1[nH]ncc(N2CCCC2)c1Cl	-7%	2%	-7%	-0.5%	-2%	17%	-1%	1.3%	0.1%
Cc1ccc(C(=O)NC2CCN(S(=O)(=O)c3ccc(C)cc3)CC2)cc1	3%	3%	0%	1.9%	5%	1%	2%	0.0%	-0.1%
Cc1ccc(C2C(C(=O)c3cccs3)=C(O)C(=O)N2CCN2CCOCC2)o1 (centres undefined)	11%	10%	4%	0.2%	-4%	-1%	3%	-0.1%	0.8%
CC(=O)C1=C(O)C(=O)N(c2ccc(C)cc2)C1c1ccccn1 (centres undefined)	-5%	1%	2%	-2.7%	5%	-13%	1%	1.0%	0.0%
O=C(COC(=O)C1CC(=O)N(c2ccc3c(c2)OCCO3)C1)Nc1ccc2c(c1)CCC2 (centres undefined)	18%	-1%	9%	-1.0%	-2%	-8%	-6%	0.6%	-0.1%
O=C1CSC(=S)N1c1cccc(O)c1	18%	2%	22%	-2.0%	-7%	-21%	-5%	8.4%	0.0%[50 µM]
COc1ccc(C(=O)Nc2ccccc2C)cc1S(=O)(=O)N1CCOCC1	2%	11%	0%	0.5%	-17%	-10%	-1%	0.9%	0.2%
CC(=O)Nc1ccc(S(=O)(=O)N(C)c2ccc(OCC(=O)OCC(=O)N3CCCCC3)cc2)cc1	-7%	12%	-8%	-1.2%	5%	2%	4%	0.1%	2.2%
CCCOc1ccc(N2C(=O)CC(NCC#N)C2=O)cc1 (centres undefined)	5%	4%	8%	-0.8%	5%	5%	-3%	0.4%	0.3%
CC1(C)CC(/C=C/c2ccccc2)=Nc2ccccc2N1	5%	14%	13%	-2.7%	2%	8%	-7%	2.0%	0.1%
Cc1ccc(C(=O)Oc2cc(N)n(S(=O)(=O)c3ccc(F)cc3)n2)cc1	5%	8%	7%	2.3%	10%	4%	-6%	0.0%	0.0%
Cc1nc(NC(=O)C2CC2)sc1C(=O)Nc1ccccc1	-10%	4%	13%	1.5%	-24%	12%	10%	0.3%	0.6%
COc1ccc(CCNS(=O)(=O)c2ccc3c(c2)OCCO3)cc1OC	5%	4%	1%	3.2%	-1%	26%	-10%	0.7%	-0.4%
O=C(CCn1c(=O)c2cccn2c2ccccc21)Nc1ccc(F)cc1	2%	/	10%	1.2%	29%	2%	9%	12%	-0.1%
Cc1ccc(C(=O)N2CCN(S(=O)(=O)c3ccc(Br)cc3)CC2)o1	2%	3%	6%	0.1%	6%	-1%	-3%	0.4%	0.0%
O=C(c1ccnc(Cl)c1)N1CCCC(N2CCN(c3ccccc3F)CC2)C1 (centres undefined)	-6%	7%	4%	0.8%	6%	-7%	0%	4.9%	4.1%
COc1ccc(/C=C2\SC(=O)N(CCNC(=O)C3CC(=O)N(c4ccccc4)C3)C2=O)cc1 (centres undefined)	-2%	3%	9%	-0.3%	16%	-9%	5%	2.0%	-0.6%
Cc1noc(C)c1COc1cccc(C(=O)OC(C)C(=O)Nc2c(C)n(C)n(-c3ccccc3)c2=O)c1 (centres undefined)	-9%	9%	-2%	-1.9%	6%	12%	-11%	0.2%	0.4%
O=C(NCc1ccccn1)C1C2C=CC(C2)C1C(=O)Nc1ccc(F)cc1 (centres undefined)	-4%	6%	4%	-0.2%	2%	8%	-2%	0.0%	0.6%
CC(NC(=O)OCc1ccccc1)C(=O)OCN1C(=O)c2ccccc2C1=O (centres undefined)	3%	-1%	11%	-1.8%	-4%	5%	-2%	1.4%	-0.2%
Nc1nc(SCC(=O)Nc2c(Br)cc([N+](=O)[O-])cc2Br)n[nH]1	-1%	5%	10%	-1.2%	5%	11%	-11%	-0.7%	0.0%
CCOC(=O)N1CCN(c2c(-c3ccc(C)cc3)c(=O)c2=O)CC1	-5%	14%	3%	3.6%	-4%	3%	0%	1.9%	1.6%
Cn1c(CSc2ccccc2)c(C#N)c2ccccc21	-1%	7%	7%	11%	36%	-1%	1%	1.8%	1.9%
COc1cccc(C2(c3cccc(OC)c3)CC2C(=O)Nc2ccc(F)cc2)c1 (centres undefined)	0%	11%	10%	-1.2%	-1%	2%	-8%	3.6%	0.1%
O=C(CCS(=O)(=O)c1ccccc1)OCc1ccc([N+](=O)[O-])cc1	-3%	7%	1%	0.5%	-3%	-2%	-4%	0.9%	0.0%
CN(C)NC(=O)c1ccsc1NC(=O)c1ccc(S(=O)(=O)N(C)C)cc1	-4%	-3%	8%	-0.1%	4%	-18%	-3%	1.8%	-0.7%
CC(=O)Nc1ccc(NC(=O)C(NS(=O)(=O)c2cccc3nsnc23)C(C)C)cc1 (centres undefined)	2%	8%	18%	0.2%	11%	-12%	0%	1.1%	-0.1%
O=C(NCc1cn(-c2ccccc2)nc1-c1ccccc1)c1cc([N+](=O)[O-])cc([N+](=O)[O-])c1	3%	-3%	5%	1.4%	-3%	37%	2%	3.0%	0.0%
Cc1c(C(=O)OCC(=O)N2c3ccccc3CC2C)oc2ccccc12 (centres undefined)	2%	9%	6%	0.7%	0%	9%	1%	1.0%	0.4%
O=C(COC(=O)/C=C/c1ccccc1)NNC(=O)c1ccc([N+](=O)[O-])cc1	12%	13%	6%	/	/	/	-2%	3.4%	0.8%[50 µM]
O=C(O)CC(C(=O)O)n1nc(-c2ccccc2)cc1-c1ccccc1 (centres undefined)	-4%	62%	9%	1.3%	2%	-5%	-5%	0.0%	0.1%
Cc1cccc(C)c1OCCN1CCOCC1	-3%	12%	25%	1.0%	-9%	-2%	/	0.9%	-1.6%
O=C(NNC(=S)NC(=O)c1ccccc1[N+](=O)[O-])c1ccccc1O	6%	31%	/	4.1%	8%	10%	/	4.9%	/
O=C(CCCn1c(=O)[nH]c2ccccc2c1=O)NCCSCc1ccccc1	6%	-1%	-6%	0.5%	-20%	7%	-6%	-2.2%	-0.2%
Cc1sc2ncnc(N3CCC(C(=O)Nc4nnc(SCc5ccccc5F)s4)CC3)c2c1C	-6%	15%	7%	/	/	/	-13%	2.3%	1.1%[50 µM]
CC1Cc2ccccc2N1C(=S)NC(=O)C1(C)CC1(Cl)Cl (centres undefined)	-3%	14%	3%	-1.4%	1%	-4%	-4%	-1.6%	0.2%
O=C(Nc1ccc(-c2ccc([N+](=O)[O-])cc2)cc1)c1ccccc1F	4%	15%	9%	-1.3%	2%	-8%	-9%	3.1%	0.3%
O=C(NCc1cccnc1)c1ccccc1-c1ccccc1	-5%	22%	-5%	-0.2%	1%	-1%	4%	0.2%	0.5%
CSc1cccc(CN2CCC(CO)(Cc3ccccc3)CC2)c1	3%	4%	2%	1.4%	-3%	12%	-4%	-2.4%	-1.6%
Cc1cc(C)c(C(=O)NC2CC(C)(C)Cc3c2cnn3-c2ccccc2)o1 (centres undefined)	2%	16%	-1%	1.6%	2%	5%	-17%	-1.0%	0.8%
O=C(c1ccc(-c2ccccc2)cc1)C1CCCN(C(=O)c2ccncc2)C1 (centres undefined)	-4%	-5%	1%	-2.3%	2%	7%	-2%	2.0%	-0.5%
CC(=O)Nc1ccc(S(=O)(=O)N(C)c2ccc(OCC(=O)OCC(=O)NCc3ccco3)cc2)cc1	/	10%	6%	1.1%	-3%	1%	-4%	0.3%	0.3%
O=C(COc1cc(O)c2c(=O)cc(-c3ccccc3)oc2c1)c1cccc([N+](=O)[O-])c1	2%	10%	10%	-1.2%	-6%	-16%	/	2.5%	1.4%
COc1cccc(C(c2ccccc2)N2C3CCC2CN(S(=O)(=O)c2ccc(F)cc2)CC3)c1 (centres undefined)	14%	6%	4%	/	/	/	4%	14%	0.5%[50 µM]
COc1ccccc1C(=O)N/C(=C\c1cn(S(=O)(=O)N(C)C)c2ccccc12)C(=O)N1CCCC1	-3%	18%	1%	1.7%	-13%	7%	-12%	2.7%	-0.3%
O=C(N/N=C\c1cccnc1)c1ccccc1O	-3%	6%	13%	-1.6%	-8%	5%	-1%	1.6%	-0.4%
Cc1ccc2c(c1)N(CC(=O)N1CCN(c3ccccc3)CC1)C(=O)C(C)O2 (centres undefined)	3%	11%	4%	-1.0%	-8%	15%	-1%	1.4%	0.3%
O=c1c2ccccc2cnn1Cc1ccc(Cl)c(Cl)c1	-1%	10%	-2%	3.5%	-8%	7%	-14%	4.8%	0.1%
CN(c1ccc(C(=O)N2CCCCC2)cc1)S(=O)(=O)c1ccccc1	-1%	16%	7%	-2.3%	14%	1%	-10%	6.4%	1.7%
Cc1ccc2nc(-c3cccc(Br)c3)cc(C(=O)NC3=NCCS3)c2c1	0%	10%	5%	1.1%	2%	-1%	2%	?	0.5%

Looked up by compound from the list above (two):
SMILES	PhoP inhibition	SV40 large T antigen	MgcRacGAP inhibition	HIV fusion peptide	GPR35 arrestin U2OS	GPR55 antagonists	Dengue-2 NS5 capping	RSV antiviral HEp-2	UTI89 phage lysis
O=C(c1ccc(-c2ccccc2)cc1)C1CCCN(C(=O)c2ccncc2)C1 (centres undefined)	-4%	-5%	1%	-2.3%	2%	7%	-2%	2.0%	-0.5%
COc1ccccc1C(=O)N/C(=C\c1cn(S(=O)(=O)N(C)C)c2ccccc12)C(=O)N1CCCC1	-3%	18%	1%	1.7%	-13%	7%	-12%	2.7%	-0.3%

Screening results from PubChem BioAssay.
